# HSF1 inhib = HSF1 inhibitors in luciferase reporter cells, primary screen, cell-based, NIH3T3, luminescence. activity change, negative = inhibition, % at 7.5 µM (by protocol). NIH3T3-HGL HSE-luciferase, MG132-induced, luminescence 8 h; active compounds read low. 300,000 tested, 0.77% active;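 active means more than half of replicate wells show activity change below -50%, luminescence cut by over half; inconclusive means some wells, but at most half, below -50%; inactive means no replicate well below -50%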;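 further: luciferase reports HSF-1 transcriptional activity via heat shock element; 0% = median of DMSO wells and -100% = zero luminescence signal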
# GSK3beta inhib = human GSK3beta kinase inhibitors, primary screen, biochemical, cell-free homogeneous, HTS. Glycogen synthase kinase-3 beta (Homo sapiens), P49841. GST-GSK3beta kinase, ADP-Glo luminescence, 60 min; active compounds read low. activity score (negative = inhibition), % at 10 µM. 300,000 tested, 0.038% active. AID 2097, 2009;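 active means more than half of replicate wells score below -50%, meaning over 50% inhibition versus plate controls; inconclusive means some replicates but at most half score below -50%; inactive means no replicate scores below -50%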;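 further: 0% = median DMSO wells and -100% = median GW8510 positive control wells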
# Target sequence (P49841 whole entry, looked up): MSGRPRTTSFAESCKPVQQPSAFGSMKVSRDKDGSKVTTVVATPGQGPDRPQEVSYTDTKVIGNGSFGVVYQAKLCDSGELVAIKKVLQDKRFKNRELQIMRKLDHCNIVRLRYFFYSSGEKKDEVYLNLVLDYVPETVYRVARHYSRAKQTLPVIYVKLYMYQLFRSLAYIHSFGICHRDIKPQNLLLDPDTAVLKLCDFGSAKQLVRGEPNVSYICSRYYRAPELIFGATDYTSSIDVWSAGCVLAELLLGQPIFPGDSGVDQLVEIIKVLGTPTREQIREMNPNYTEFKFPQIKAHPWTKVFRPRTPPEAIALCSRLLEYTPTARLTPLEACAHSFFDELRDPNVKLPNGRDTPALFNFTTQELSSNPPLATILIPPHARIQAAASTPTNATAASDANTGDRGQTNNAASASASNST
#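 Test system – GST-tagged human GSK3beta kinase, cell-free · Incubation – 60 min enzyme reaction, room temperature · Signal – ADP-Glo luminescence · Also added – peptide substrate and ATP at 25 µM · Controls – DMSO neutral wells and GW8510 at 20 µM as positive · Buffer or medium – Tris/MgCl2 kinase buffer · Measure – Luminescence-derived activity versus plate DMSO and GW8510 wells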
# GSK3A inh = blockers of GSK3A enzyme activity – biochemical, luminescence, cell-free homogeneous, HTS, primary screen; GSK-3 alpha kinase, ADP-Glo luminescence, 60 min; Glycogen synthase kinase-3 alpha (Homo sapiens), P49840; AID 2650, 2010; 320,000 tested, 0.1% active; inhibition, % at 10 µM;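 in the data active means inhibition above about 50%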;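 further: GST-tagged GSK-3 alpha with peptide substrate and 25 µM ATP; 0% = DMSO neutral wells and 100% = GW8510 positive control wells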
# Target sequence (P49840 whole entry, looked up): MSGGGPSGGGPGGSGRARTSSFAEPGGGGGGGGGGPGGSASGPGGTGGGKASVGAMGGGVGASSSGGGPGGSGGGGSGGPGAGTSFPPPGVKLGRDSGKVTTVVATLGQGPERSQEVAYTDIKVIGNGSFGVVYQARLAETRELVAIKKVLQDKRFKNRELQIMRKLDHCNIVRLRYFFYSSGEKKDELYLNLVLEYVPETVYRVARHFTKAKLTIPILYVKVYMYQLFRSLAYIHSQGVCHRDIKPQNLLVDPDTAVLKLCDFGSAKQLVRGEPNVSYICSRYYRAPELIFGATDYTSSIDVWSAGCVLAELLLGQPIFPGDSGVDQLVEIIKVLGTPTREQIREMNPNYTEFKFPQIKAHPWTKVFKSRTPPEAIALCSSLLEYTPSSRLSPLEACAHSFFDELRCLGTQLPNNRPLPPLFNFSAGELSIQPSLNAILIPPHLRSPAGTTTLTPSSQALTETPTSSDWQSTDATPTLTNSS
# KLF5 inh = KLF5 expression inhibitors, primary screen, DLD-1 cells, luminescence | inhibition, % at 5 µM | 290,000 tested, 0.23% active | DLD-1 KLF5 promoter-luciferase reporter;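 active means inhibition above a per-plate limit of that plate's mean compound inhibition plus 3 SD, cut at about 60% in these data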;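 further: 0% = DMSO wells and 100% = LY294002 at 200 µM; higher means less KLF5 promoter-driven luciferase light; inactives centre near -14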
# aSyn 5UTR inh = MLPCN primary screen, SNCA 5' untranslated region; alpha-synuclein 5'UTR reporter, inhibitor activity; inhibition, % (tested at 7.5 µM); 300,000 tested, 0.82% active; in the data active means inhibition above about 60%; inconclusive means no clear call, values can overlap the other calls;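 further: H4 neuroglioblastoma cells stably carrying SNCA 5'UTR luciferase fusion; 0% = DMSO wells and 100% = positive control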
# DYRK1A inh = rat Dyrk1A kinase inhibitors, primary screen, biochemical, single point, plate reader. Dual specificity tyrosine-phosphorylation-regulated kinase 1A (Rattus norvegicus), Q63470. ADP-Glo luminescence, NFATc1 peptide. inhibition, % at 12.5 µM. 310,000 tested, 0.43% active. AID 504441, 2011; in the data active means inhibition above about 50%;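 further: plate controls were vehicle with enzyme for no effect and no enzyme for full effect; many of its hits are not listed in these tables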
# Platelet DG rel = inhibitors of platelet dense granule secretion, primary screen, cell-based, MLPCN, human platelets | AID 1663, 2009 | 300,000 tested, 0.22% active | inhibition, %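 (compounds screened at 7.5 µM in platelet-rich plasma)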 | human platelet-rich plasma, SFLLRN dense granule ATP release, luminescence;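 active means mean replicate score, as percent of positive control, at or above 50; inconclusive means mean below 50 but at least one replicate at or above 50; inactive means mean and every replicate below 50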
# HSP90 inh = HSP90 inhibitors, primary screen, cell lysate, luminescence; 290,000 tested, 0.91% active; Heat shock protein HSP 90 (rabbit reticulocyte lysate; luciferase refolding); Rabbit reticulocyte lysate, luciferase refolding luminescence, 3 h; AID 1789, 2009; inhibition, % at 5.6 µM;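 active means inhibition above the screen-wide mean plus 3 SD, computed separately per campaign, cut at about 16% in these data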;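 further: 0% = DMSO wells and 100% = 60 µM geldanamycin wells; inhibitors lower the luminescence because luciferase stays unfolded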
# HSF1 activator = HSF-1 activators, primary screen, NIH3T3-HGL cells, MG132 stress, luminescence, single point; NIH3T3-HGL HSF-1 luciferase reporter, 8 h; 100% = twice DMSO control signal; activation, % at 9 µM; 300,000 tested, 1.7% active; AID 504408, 2011;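 active means mean replicate activation of at least 50% with a set share of replicates each reaching 50%; inconclusive means only one of those two conditions met; inactive means mean below 50% and too few replicates reaching it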;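 further: 0% = median of the neutral control wells and 100% = twice that signal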
# IEC-6 cytotox = cytotoxicity in IEC-6 intestinal epithelial cells, primary screen, cytotoxicity control for KLF5 inhibitor project, cell-based, luminescence | IEC-6 cytotoxicity, luminescence viability | inhibition, % at 5 µM | 290,000 tested, 0.78% active | AID 1825, 2009; in the data active means inhibition above about 22%;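 further: 0% = plate median of test compound wells and 100% = cytotoxic reference compound wells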
# The depositor's hits bear a star; ? = inconclusive; . = no result given. Only part of the results is shown; rates above refer to the full screens.
SMILES,HSF1 inhib,GSK3beta inhib,GSK3A inh,KLF5 inh,aSyn 5UTR inh,DYRK1A inh,Platelet DG rel,HSP90 inh,HSF1 activator,IEC-6 cytotox
COC(=O)c1ccc(NC(=S)NN2CCOCC2)cc1,13,1,1,-50,-45,.,9,-1,14,-6
COc1ccc(-c2nc(CCNC(=O)c3ccc(Br)o3)cs2)cc1,-5,-3,16,-29,5,-1,5,-2,-10,1
NS(=O)(=O)c1cccc(NC(=O)Nc2ccccc2)c1,-6,2,-1,-17,-5,4,-5,0,2,-2
CCN(CC)S(=O)(=O)c1ccc(/C=C/C(=O)OCC(=O)c2c(N)n(C)c(=O)n(C)c2=O)cc1,11,2,.,-13,5,-3,-12,1,27,3
Clc1ccc(CN2CCCCCC2)cc1Cl,-7,1,-4,-25,-7,0,-4,-4,-2,-5
CCC(C)(C)NC(=O)C(C(C)C)N(CC1CCCO1)C(=O)CNS(=O)(=O)c1ccc(F)cc1 (centres undefined),7,0,0,-15,4,0,0,-2,15,-1
O=C(Nc1cccc(NC(=O)c2cc([N+](=O)[O-])ccc2Cl)n1)c1cc([N+](=O)[O-])ccc1Cl,26,-1,-1,.,?,-5,-12,.,25,.
Cc1onc(-c2ccccc2)c1C(=O)NC(=S)Nc1sc2c(c1C#N)CCCC2,-1,1,3,4,1,7,-3,6,-8,-1
NCCCC[C@H]1CNC(=O)C(=O)N1CCc1cccc2ccccc12,-4,-6,-5,.,21,-8,-1,.,-19,.
COc1cccc(NC(=O)c2oc3ccc(S(=O)(=O)N4CCOCC4)cc3c2C)c1,-6,-1,1,0,3,-1,-3,4,-8,1
CCN(CC)c1nc(N)c2c(N)nc(OC)cc2c1C#N,-6,0,9,.,-6,11,-3,.,-18,.
CCN1CCN(C(=O)Cn2ncc3c([nH]c4ccc(C)cc43)c2=O)CC1,0,0,-1,-20,0,3,-5,-4,7,2
CC(=O)Nc1ccc(NC(=O)Nc2ccc(C)c(C)c2)cc1,9,1,-2,-9,-22,5,3,0,11,2
CCCCNC(=O)N(O)C1N(/N=C/c2cccnc2)C(=S)SC1(C)C (centres undefined),1,-1,0,32,0,.,-3,0,15,8
CC(C)(Oc1ccc(Cl)cc1)C(=O)NCc1ccncc1,-3,-2,3,-3,12,4,-1,2,-2,0
c1ccc(N2CCN(Cc3ccsc3)CC2)nc1,-4,1,-3,1,3,2,-5,-1,5,-9
CCOC(=O)C1CCN(C(=O)Cc2cccc3ccccc23)CC1,4,4,0,-19,9,-1,2,7,10,-1
COc1ccc(OCCSc2nnc(-c3ccccc3)n2N)cc1,0,.,0,-26,-24,19,.,1,16,7
Cc1cccc(-c2ocnc2C(=O)N2CCN(C(=O)c3cccs3)CC2)c1,-87*,0,-2,-10,14,1,14,-4,-89,9
COc1ccc(C(=O)OCC(=O)NC2CC2)cc1S(=O)(=O)N(C)Cc1ccccc1,6,2,-3,.,3,14,2,.,-4,.
C=CCn1c(SCC(=O)NC2CCCC2)nnc1-c1ccncc1,-4,3,0,-17,-9,1,8,2,-18,0
O=C1NCCN(Cc2ccc(Cl)c(F)c2)C1CC(=O)N1CCc2ccccc2C1 (centres undefined),-3,1,0,-32,-12,1,6,-1,12,-4
Cc1cn(Cc2ccccc2Cn2cc(C)c(=O)[nH]c2=O)c(=O)[nH]c1=O,27,1,2,9,-9,19,-7,1,71*,-3
CCCCOC(=O)NC1(C)CCS(=O)(=O)C1 (centres undefined),-3,2,-1,-1,0,-2,-7,-4,-2,-4
CCOC(=O)CSc1nnc(CNC(=O)c2ccco2)n1-c1ccc(F)cc1,-9,3,-5,-17,-4,1,6,2,-7,-1
O=C1CN(C(=O)C2CCC(=O)N(CCc3ccc(Cl)cc3)C2)CCN1 (centres undefined),-2,3,2,-15,6,54*,0,-3,-9,-2
O=C(NCCC1=CCCCC1)C1CCC(=O)N(Cc2cccc(C(F)(F)F)c2)C1 (centres undefined),1,1,-2,-13,8,-6,1,0,0,-4
CCc1ccc(NS(=O)(=O)c2ccc3c(c2)oc(=O)n3C)cc1,4,1,-1,-10,-4,-1,-4,-4,8,0
COc1ccc(N2C(=O)c3cccc4cccc(c34)C2=O)cc1,-17,-5,0,-32,-21,8,-8,-2,-34,-2
Cc1ccc(S(=O)(=O)N2CCN(C(=O)c3ccco3)CC2)c(C)c1,1,-3,-4,-30,-2,9,0,-6,16,-6
COC(=O)c1ccc(CNS(=O)(=O)c2ccc3ccccc3c2)cc1,3,0,-2,-16,-14,-3,14,-2,2,-3
COC(=O)c1sc(NC(=S)NC(=O)c2cc(OC)c(OC)c(OC)c2)nc1C,-4,2,-1,3,6,-7,1,0,-5,2
Nc1ccc[n+](Cc2ccccn2)c1,-6,-1,-1,-18,-6,-6,-4,2,5,-1
O=C(NCCCCCNC(=O)c1cccnc1)c1cccnc1,3,-3,-2,-38,-12,4,-11,-4,-2,-4
NNc1ccc(Cl)nn1,-3,1,-2,-71,-14,1,1,2,4,8
COc1ccc(C(=O)Nc2nc3cc4c(cc3s2)OCCO4)c(OC)c1,-61*,2,-1,50,-63,.,3,0,-67,-7
Cc1cc(Cl)nc(Cl)c1C(=O)N1CCOCC1,-4,-25,0,1,-2,-1,3,-1,-10,-7
CCC1(C)CC2(CCCN(CCC(O)(c3ccccc3)c3ccccc3)C2)CCO1 (centres undefined),12,5,-1,2,-10,2,6,4,36,1
Cc1ccc(S(=O)(=O)Nc2c(C)ccc3nsnc23)cc1,-4,0,-9,2,25,6,0,-3,-30,2
COC(=O)c1c(NC(=O)CN2C(=O)c3ccccc3C2=O)sc(Cc2ccc3c(c2)OCO3)c1C,1,2,-1,-13,16,1,-4,-2,-1,1

# Structures listed above that bear a hit mark in DYRK1A inh.
structure	HSF1 inhib	GSK3beta inhib	GSK3A inh	KLF5 inh	aSyn 5UTR inh	DYRK1A inh	Platelet DG rel	HSP90 inh	HSF1 activator
O=C1CN(C(=O)C2CCC(=O)N(CCc3ccc(Cl)cc3)C2)CCN1 (centres undefined)	-2	3	2	-15	6	54*	0	-3	-9

# Other results.
SMILES,HSF1 inhib,GSK3beta inhib,GSK3A inh,KLF5 inh,aSyn 5UTR inh,DYRK1A inh,Platelet DG rel,HSP90 inh,HSF1 activator,IEC-6 cytotox
CC1CCCC(C)N1CCCNC(=O)Cn1ncc2c([nH]c3ccccc32)c1=O (centres undefined),-3,0,-2,-31,-8,-4,-3,-1,8,-4
COc1cc(-c2nnc3sc(-c4ccco4)nn23)cc(OC)c1OC,1,0,0,-34,9,-6,1,0,34,-4
CCOC(=O)c1c(NC(=O)C(Sc2ccccc2)c2ccccc2)sc(C(N)=O)c1C (centres undefined),13,4,1,3,52,1,2,2,28,-4
COc1ccc(C(=O)Nc2ccccc2C(=O)N2CCCCC2C)cc1 (centres undefined),0,2,0,-8,25,3,-2,-1,2,-3
Cc1cccc(OCC(=O)NCCCNC(=O)c2cccnc2)c1,3,5,2,-10,9,1,2,0,8,-7
Cc1[nH]c2ccccc2c1-c1nc(N)sc1C,-3,2,0,-33,2,1,1,-3,-10,-10
O=C(O)c1cccc(NC(=O)c2ccccc2NC(=O)c2ccccc2F)c1,-68*,4,0,-15,17,-1,-12,0,-74,-5
O=C(Nc1cc(C(F)(F)F)ccc1N1CCOCC1)c1c(F)c(F)c(F)c(F)c1F,-15,1,0,-13,-27,0,2,0,-18,1
COc1cccc(C(=O)NCC2CCCN2S(=O)(=O)c2cccs2)c1 (centres undefined),-3,2,-2,.,7,9,7,.,1,.
CCOC(=O)C1(Cc2ccccc2)CCN(Cc2cccc3c2OCO3)CC1,0,2,-1,-15,12,0,-1,2,12,2
O=C(Nc1cccn2ncnc12)C(F)(F)F,19,1,-1,12,-3,-2,-4,1,63*,-1
COc1ccc(CNC(=O)COC(=O)CCCOc2ccc(Cl)cc2Cl)cc1OC,3,0,-4,-9,49,-4,1,3,10,2
O=C(N/N=C/c1cc([N+](=O)[O-])ccc1O)c1ccncc1,-54*,0,6,-27,16,-5,3,-3,-61,-5
CCOC(=O)C1CCN(S(=O)(=O)c2ccc(C)c(C(=O)NC3CCCCC3)c2)CC1,-3,-3,-1,-45,6,.,16,4,0,-2
O=C(c1ccco1)N1CCN(C(=O)C2CC2)CC1,-14,-4,-2,7,17,3,19,3,-15,-1
COCCSc1ccccc1C(=O)Nc1ccc2c(c1)OCO2,-2,-4,0,-15,6,-3,?,-3,1,-7
COc1ccccc1NC(=O)C(=O)NCCC1CCCCN1S(=O)(=O)c1ccc(F)cc1 (centres undefined),-4,-1,.,.,-2,0,-7,.,-3,.
O=S(=O)(N/N=C\c1ccc2c(c1)OCO2)c1ccccc1,-8,3,-5,-13,-1,-3,-1,-6,11,-6
CCOC(=O)c1nnn(-c2nonc2N)c1-c1ccc(OCC)cc1,-4,-35,50*,9,21,27,-1,-1,-5,-5
O=C(CCCc1ccccc1)Nc1ccnn1C1CCN(Cc2ccccc2)CC1,13,4,0,-17,16,-3,-7,0,23,1
CCOc1ccc(N2C(=O)CC(N3CCOCC3)C2=O)cc1 (centres undefined),-10,0,-3,-11,-14,-2,3,0,-11,-7
COc1ccc(/C=C/C(=O)c2cc3c(cc2N)OCO3)cc1,11,-2,2,-43,-183,.,43,-2,17,9
O=S(=O)(NCC1(N2CCOCC2)CCCCC1)c1ccc(F)cc1,-3,4,-2,.,-3,1,17,.,-4,.
CCOC(=O)C1CCN(Cc2cc(=O)oc3c(C)c(C)ccc23)CC1,5,0,0,11,28,11,-4,1,14,1
Cc1ccc(/C(O)=C2/C(=O)C(=O)N(CCN3CCOCC3)C2c2cccnc2)cc1 (centres undefined),-6,2,-3,-17,2,5,-2,1,-3,2
O=C(Oc1ccc(N(Cc2cccs2)C2=NS(=O)(=O)c3ccccc32)cc1)c1ccc(Cl)cc1,6,0,0,-21,15,0,-1,3,33,-2
Cc1cccc(OCCC(=O)OCC(=O)Nc2c(C)nn(-c3ccccc3)c2C)c1,5,2,-1,.,5,-6,-1,.,14,.
Cc1cc(C)n(-c2ccc(C(=O)Nc3cccc([N+](=O)[O-])c3)cc2)n1,-1,3,-3,-13,2,2,1,1,5,6
Cc1nn(C(C)C(=O)NCCCc2ccccc2)c(=O)c2cc3occc3n12 (centres undefined),?,-1,.,-27,2,3,-3,4,-61,4
